Screens: PubChem BioAssay, National Center for Advancing Translational Sciences (NCATS)
PI4K2A inh – blocks human PI4K2A kinase activity; Q9BTU6; purified PI4K2A, ADP-Glo luminescence, 1 h; active compounds read low; activity change, negative = inhibition, % at 76.9 µM; hit rate 0.13% among 420,000; in the data active = activity change below about -50%;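 note: -100% = wells without enzyme as full effect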
Target sequence (Q9BTU6 whole entry, looked up): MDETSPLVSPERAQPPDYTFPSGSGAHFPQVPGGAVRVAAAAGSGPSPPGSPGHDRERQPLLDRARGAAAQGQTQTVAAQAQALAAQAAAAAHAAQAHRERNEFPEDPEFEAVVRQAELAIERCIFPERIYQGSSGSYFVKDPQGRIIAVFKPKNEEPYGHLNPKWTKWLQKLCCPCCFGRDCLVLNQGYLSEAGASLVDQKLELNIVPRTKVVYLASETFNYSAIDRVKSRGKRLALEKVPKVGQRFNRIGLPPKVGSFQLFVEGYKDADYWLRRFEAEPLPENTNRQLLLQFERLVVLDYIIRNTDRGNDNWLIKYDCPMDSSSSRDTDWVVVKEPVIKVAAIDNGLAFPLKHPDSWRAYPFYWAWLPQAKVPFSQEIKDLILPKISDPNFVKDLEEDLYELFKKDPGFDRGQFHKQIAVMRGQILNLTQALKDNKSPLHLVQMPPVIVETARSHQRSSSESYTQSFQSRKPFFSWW
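In this quantitative HTS, ADP production by PI4K2A was quantified luminescently after 1 h at ambient temperature; 100 microM adenosine served as plate-quality control.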
* hit, by the source's call; & = joins results of further samples. These rows are one share of the data; the hit share may differ from the screen's.

#	Compound	PI4K2A inh
1	COc1ccc(S(=O)(=O)NC(=O)C2(C)CCN2C(=O)C2(c3ccccc3)CC2)cc1 (stereo unspecified)	-4
2	CC1(C(=O)NS(=O)(=O)c2cccc(Cl)c2)CCN1C(=O)CCc1ccccc1 (stereo unspecified)	1
3	CC(=O)Nc1cncc(-c2ccccc2C(C)=O)n1	-8
4	CC1(NC(=O)c2ccc(C#Cc3cccc(F)c3)cn2)COC1	-1
5	COC(CNC(=O)[C@H](Cc1c[nH]c2ccccc12)NC1(C(=O)NC2CCCCC2)CCCCC1)OC	1
6	O=C(c1[nH]c(C(F)(F)F)nc1-c1ccccc1)N1CCN(c2ncccc2C(F)(F)F)CC1	-1
7	Cc1cccc(C)c1NC(=O)[C@@H]1CC(=O)O[C@@H]1c1ccccc1	-5
8	COc1cccc(C(C)(O)c2nc(-c3cnn(C)c3)cs2)c1 (stereo unspecified)	-3
9	C(=C\c1ccccc1)/CN1CCN(C(CCc2ccccc2)c2nnnn2-c2ccc3c(c2)OCCO3)CC1 (stereo unspecified)	1
10	O=c1cc(CN2CCCCC2)c2c(ccc3ccccc32)o1	-3
11	c1ccc(Cn2ncc3c(N4CCN(c5ccccc5)CC4)ncnc32)cc1	2
12	CCOC(=O)[C@]12CCC=C1N(Cc1ccc3c(c1)OCO3)C(=O)[C@H](CC(=O)N1CCCC1)C2	9
13	CC(C)C[C@@H]1NC(=O)[C@H]2C[C@]3(c4ccccc4)c4ccccc4N[C@H]3N2C1=O	-2
14	CC(C)CC(N)c1csc(NC(=O)c2cc(C(C)(C)C)nn2Cc2ccccc2)n1 (stereo unspecified)	-1
15	COCCN=C1S/C(=C\c2cc(C)n(-c3ccc(F)cc3F)c2C)C(=O)N1C	-2

Reprinted from the part before: 6 entries, followed by the next part.
#	Compound	PI4K2A inh
10	O=c1cc(CN2CCCCC2)c2c(ccc3ccccc32)o1	-3
11	c1ccc(Cn2ncc3c(N4CCN(c5ccccc5)CC4)ncnc32)cc1	2
12	CCOC(=O)[C@]12CCC=C1N(Cc1ccc3c(c1)OCO3)C(=O)[C@H](CC(=O)N1CCCC1)C2	9
13	CC(C)C[C@@H]1NC(=O)[C@H]2C[C@]3(c4ccccc4)c4ccccc4N[C@H]3N2C1=O	-2
14	CC(C)CC(N)c1csc(NC(=O)c2cc(C(C)(C)C)nn2Cc2ccccc2)n1 (stereo unspecified)	-1
15	COCCN=C1S/C(=C\c2cc(C)n(-c3ccc(F)cc3F)c2C)C(=O)N1C	-2
16	O=C(NC1CCC1)c1ccc(C#Cc2cccc(F)c2)cn1	-8
17	COC(=O)[C@@]1(Cc2ccc(F)cc2)[C@H]2c3cc(C(=O)N(C)C)n(Cc4ccc(Cl)c(C(F)(F)F)c4)c3C[C@H]2CN1C(=O)c1ccccc1	2
18	CN(C)c1ccc(NC(=O)NC2CCCCN(Cc3ccc(Cl)cc3)C2=O)cc1 (stereo unspecified)	-4
19	COC(=O)c1ccc(Cn2ccc3ccc(-c4ccc5ccn(Cc6ccc(OC)cc6)c5c4)cc32)cc1	-5
20	CCc1nc2c(OCc3ccc(Cl)cc3)cccn2c1N(C=O)Cc1ccc(OC)cc1	-5
21	CC(C)C[C@H]1COc2cc(N3CC[C@H](O)C3)ccc2S(=O)(=O)N1	5
22	CSc1ccc(-c2ccc3c(c2)c(Sc2ccccc2)c(-c2ccccc2)n3C)cc1	-5
23	O=C(OCc1ccccc1)c1c(-c2ccccc2)oc2c1C(OCCO)CCC2 (stereo unspecified)	2
24	COC(=O)[C@]12C[C@H](CC(=O)NCCCCc3ccccc3)C(=O)N(Cc3ccc(Cl)cc3Cl)C1=C[C@H](C1CCCC1)O[C@@H]2C	-5
25	CC(C)C[C@H]1CNC(=O)C(=O)N1C[C@@H]1CCCN1C[C@H](Cc1ccc(O)cc1)N1C[C@H](Cc2ccccc2)N(CC2CCCCC2)C(=O)C1=O	9
26	CC(C)CC1OC(C(C)C)Cc2[nH]c(=S)[nH]c(=O)c21 (stereo unspecified)	3
27	CC1(C(=O)NS(=O)(=O)c2cccc(C#N)c2)CCN1C(=O)CC1CCCC1 (stereo unspecified)	2
28	O=C(NC1CCCCC1)O[C@H]1CC[C@@]23CCCN2C(=O)CCC[C@H]3C1	0
29	COc1ccc(-n2c(SCC(=O)N3CCCCC3C)nnc2-c2ccncc2)cc1 (stereo unspecified)	-5
30	CC1(C(=O)NS(=O)(=O)c2ccc(C#N)cc2)CCN1C(=O)c1cccc2ccccc12 (stereo unspecified)	-3
31	COC(=O)[C@@]1(Cc2ccc(F)cc2)[C@H]2c3cc(C(=O)N4CCCC4)n(Cc4ccccc4)c3C[C@H]2CN1C(=O)c1ccccc1	-1
32	COC(=O)[C@]1(CNS(=O)(=O)c2ccc(F)cc2)CC(=O)N(C)[C@@H]1c1ccccc1	-5
33	Nc1[nH]c(C(=O)c2ccccc2)c(-c2ccccc2Br)c1C(=O)NCCc1c[nH]c2ccccc12	6
34	O=C(c1[nH]c(C(F)(F)F)nc1-c1ccccc1)N1CCCCC1	2
35	c1cnc2c(-c3ccc4nccn4c3)cccc2c1	3
36	Cc1ccccc1C(c1ncccc1C)N(C)C(=O)C1CCN(CCOc2ccc(Cl)cc2Cl)CC1 (stereo unspecified)	-7
37	Cc1cc2nc(C(C)(C)C)c(Cc3ccccc3)n2c(C)c1Br	1
38	COc1cccc(C(NC(C)=O)c2nc(-c3cc4ccccc4o3)cs2)c1 (stereo unspecified)	-2
39	CCOc1ccc(CCN2C(=S)N([C@@H](Cc3ccccc3)CN3CCCC3CN3C(=S)NC[C@@H]3Cc3ccccc3)C[C@@H]2Cc2ccc(O)cc2)cc1 (stereo partly specified)	-2
40	CCCS(=O)(=O)NC(=O)C1(C)CCCN(C(=O)c2cccc(C)c2C)C1 (stereo unspecified)	0
41	CC(=O)c1ccc(-c2cnc3c(NC=O)cc(-c4ccc(S(C)(=O)=O)cc4)cn23)cc1	-8
42	CC(O)(c1ccccc1)c1nc(-c2cccc(F)c2)cs1 (stereo unspecified)	3
43	O=C(NCc1cccnc1)c1cc(C2CCCCN2S(=O)(=O)Cc2ccccc2)on1 (stereo unspecified)	5
44	OC(c1ccc(F)cc1)c1ncc(-c2cccc(C(F)(F)F)c2)[nH]1 (stereo unspecified)	3
45	COc1cccc(CNC(=O)CN2CCCc3ccccc32)c1	-3

Of the compounds above, these have a cyano group.
#	Compound	PI4K2A inh
27	CC1(C(=O)NS(=O)(=O)c2cccc(C#N)c2)CCN1C(=O)CC1CCCC1 (stereo unspecified)	2
30	CC1(C(=O)NS(=O)(=O)c2ccc(C#N)cc2)CCN1C(=O)c1cccc2ccccc12 (stereo unspecified)	-3

Additional compounds:
#	Compound	PI4K2A inh
46	CCc1nc2ccc(C(=O)N3CCN(C)CC3)cn2c1N(CCC(C)C)CCN(C)C	-6
47	COc1ccc(C(=O)C(=O)N2CCC(c3ccccc3)CC2)cn1	1
48	CN(Cc1ccc(C(F)(F)F)cc1)C(=O)[C@H]1O[C@@H](n2ccc(=O)[nH]c2=O)[C@H](O)[C@@H]1O	-2
49	COc1ccc(NC(=O)c2ccc(-c3c(C)noc3C)c3ccoc23)cc1	-6
50	COc1cc(NC(=O)c2ccc(-c3cccnc3)c3ccoc23)cc(OC)c1OC	1
51	C[C@@]12CC[C@@H](C3=C(CCC3)C1)N2c1ccccc1	3
52	Cn1c(NCc2ccccc2F)nc2cc(-c3cccc(Cl)c3)sc2c1=O	4
53	Cc1ccc(-n2c(SCC(=O)Nc3ccccc3-c3ccccc3)nnc2-c2ccccc2)cc1	1
54	O=C(C[n+]1ccc(C(=O)NCc2ccccc2)cc1)c1ccc(F)cc1	1
55	O=C(c1ccc(F)cc1Cl)N1CCC(Oc2cccnc2)CC1	3
56	CCc1nc2ccc(C(=O)Nc3ccc4c(c3)OCC(=O)N4)cn2c1N(C)C(=O)C1CCCCC1	-6
57	CN=C1NC(=O)/C(=C\c2cc(C)n(-c3ccccc3F)c2C)S1	-1
58	CN(Cc1cnn(-c2ccc(F)cc2)c1)C(=O)[C@H]1O[C@@H](n2ccc(=O)[nH]c2=O)[C@H](O)[C@@H]1O	1
59	COC(=O)[C@]12C[C@H](CC(=O)NCc3cccs3)C(=O)N(Cc3cccc4ccccc34)C1=C[C@H](C(C)(C)C)O[C@@H]2C	-7
60	CCCC1CCC2(CC1)CCC2OC(=S)NCCc1ccc(Cl)cc1 (stereo unspecified)	4
61	CCCCNC(=O)c1ccc2nc(CC)c(N(CC)CCN(C)C)n2c1	-2
62	O=C(Nc1ccc2c(c1)OCO2)c1cc(C2CCCCN2S(=O)(=O)c2cccs2)on1 (stereo unspecified)	-1
63	CCCN1C(=O)CC(c2ccc(OC)c(OC)c2)C1=O (stereo unspecified)	0
64	COC(=O)[C@]12C[C@H](CC(=O)NCCCCc3ccccc3)C(=O)N(Cc3ccc(Cl)cc3Cl)C1=C[C@H](C(C)(C)C)O[C@@H]2C	0
65	CCc1nc2c(OCC(=O)c3ccc(F)cc3)cccn2c1N(C)C(=O)c1ccc(OC)cc1	-4
66	CC(C)Oc1ccc(F)cc1-c1cc(C(=O)NCc2cccs2)[nH]n1	-4
67	COc1ccc2c(c1)CN1C(=O)N(Cc3ccc(F)cc3)S(=O)(=O)CC21 (stereo unspecified)	2
68	Cc1nn(-c2ccccc2)c2sc(C(=O)N3CCN(Cc4ccc(F)cc4)CC3)cc12	0
69	CC1(C(=O)Nc2cccc3cccnc23)CCN1Cc1ccc(-c2ccccc2)o1 (stereo unspecified)	-3
70	CCCNC(=O)Nc1ccc2c(c1)OC[C@H](C)N(C(=O)C1CCCCC1)C[C@@H](C)[C@H](OC)CN(C)C2=O	-4
71	Cc1ccc(-c2cnc(C(O)c3ccc(Cl)c(Cl)c3)[nH]2)cc1 (stereo unspecified)	-1
72	O=C(c1cc(-c2ccccc2)on1)N1CCC(Oc2cccnc2)CC1	2
73	CC(=O)Nc1cccc(-c2ccnc3c2CC(C(=O)Nc2cccnc2)O3)c1 (stereo unspecified)	1
74	CCOC(=O)C1CCCN(C(=O)c2ccc(OC)c(OC)c2)CC1 (stereo unspecified)	-3
75	O=C(C(=Cc1ccccc1)c1ccccc1)c1ccccc1	-1
76	COc1ccc(C(C)(NC(C)=O)c2nc(-c3cccnc3)cs2)cc1 (stereo unspecified)	0
77	COc1ccc(CSc2nnc(SCC(=O)Nc3ccc(S(N)(=O)=O)cc3)s2)cc1	-4
78	COc1ccc(-n2c(SCC(=O)Nc3cc(C)c(NC(=O)c4ccccc4)cc3OC)nnc2-c2ccccc2F)cc1	1
79	Nc1ncnc2c1ncn2[C@@H]1O[C@H](C(=O)NCCc2ccc(F)cc2)[C@@H](O)[C@H]1O	-12
80	CC(=O)c1ccc(Nc2nc(C(N)c3ccccc3Cl)cs2)cc1 (stereo unspecified)	-4
81	COc1cc2ncnc(Nc3ccc(F)c(Cl)c3)c2cc1OCCCN1CCOCC1	-2&0
82	CCOc1cccc(-c2ccc3nncn3c2)c1	-5
83	CC(C)(C)C(=O)OC12CCCN(C1)/C(=C/c1cccc(Cl)c1)C2 (stereo unspecified)	5
84	Cc1cccc(-c2ccc(O)cc2CN2CCN(c3ncc(Cc4ccccc4)cn3)CC2)c1	-4
85	COc1ccc(C(NC(=O)C2CCN(CCOc3ccc(F)cc3)CC2)c2cccs2)cc1 (stereo unspecified)	-4
86	COC(=O)[C@]12CCCCC=C1N(CCc1ccc(OC)c(OC)c1)C(=O)[C@H](CC(=O)NCc1cccc(C(F)(F)F)c1)C2	-3
87	Oc1ccc(CNc2ccccc2Cl)c2cccnc12	-7
88	CCCNC(=O)C1(C)CCN(C(=O)c2sccc2C)C1 (stereo unspecified)	1
89	CCOC(=O)c1cccc(-c2cc(C(C)=O)c3n(c2=O)CCC3)c1	-3
90	Cc1cc(NC(=O)Nc2cccc(F)c2)n(-c2ccccc2)n1	-2
91	NC(COCc1ccccc1)c1csc(Nc2ccc(C(F)(F)F)cn2)n1 (stereo unspecified)	1
92	CC[C@H](C)[C@@H](CO)NC(=O)[C@H]1O[C@@H](n2ccc(N)nc2=O)[C@H](O)[C@@H]1O	2
93	CC1(C)[C@@H](OC(=O)CCC(=O)O)CC[C@]2(C)[C@H]3C(=O)C=C4[C@@H]5C[C@@](C)(C(=O)O)CC[C@]5(C)CC[C@@]4(C)[C@]3(C)CC[C@@H]12	-2
94	O=S1(=O)CC2c3ccccc3CN2CN1Cc1ccc(F)cc1 (stereo unspecified)	-3
95	CCc1nc2ccc(C(=O)N3CCN(S(=O)(=O)CC)CC3)cn2c1N(CC)Cc1cccc(Br)c1	5
96	COC(=O)[C@@]12C[C@@H](CC(=O)NCC34CC5CC(CC(C5)C3)C4)C(=O)N(Cc3ccco3)C1=CCC(C)(C)C2	-3
97	COc1ccc2c(c1)[C@]1(C[C@H](O)CO1)C(=O)N2C	-2
98	COc1ccc(Cc2c(-c3ccccc3)nc3ccc(Cl)cn23)c(C)c1	-2
99	COc1ccc(C(C)NC(=O)C2CCN(CCCc3ccccc3)CC2)cc1OC (stereo unspecified)	-3
100	CC1=C(C(=O)N(C)C)CC(CC(=O)NCC2CCCCC2)C(=O)N1Cc1ccc(F)cc1 (stereo unspecified)	-6
101	Cc1ccccc1N=C(c1ccccc1)C1C(=O)c2ccccc2C1=O	-10
102	Cc1ccc(OCCCN2CCC(C(O)(c3ccccc3)c3ccccc3)CC2)cc1	-2&-4
103	c1ccn(-c2ccc(-c3noc(CCc4ccncc4)n3)cc2)c1	1
104	COc1ccc2c(c1)c(CC(=O)OC/C=C(\C)CC/C=C(\C)CCC=C(C)C)c(C)n2C(=O)c1ccc(Cl)cc1	-1
105	COC1=C[C@H](C(=O)NC2CCN(Cc3ccccc3)CC2)[C@@]2(C)Cc3ccccc3[C@H]2CC1=O	-2
106	Cn1cc([C@]2(O)C(=O)Nc3ccccc32)c2ccccc21	-2
107	CCOC(=O)N1CCN(C(=O)C[C@H]2C[C@@]3(C(=O)OC)C(=C[C@H](C(C)C)O[C@@H]3C3CC3)N(Cc3ccc4c(c3)OCO4)C2=O)CC1	-2
